# Bioassay records from PubChem.
# TDP-43 yeast inh: inhibitors of TDP-43 toxicity in yeast. Potency, µM (series often up to 46.1 µM), for inactives: at the highest dose growth rescue (activation), usual class: activators. TDP-43 expressing yeast growth rescue, BacTiter-Glo, 24 h. hit rate 1.8% among 410,000. AID 652104; further: potency means the concentration at half of the fitted maximal effect; % of control where 0% means no effect; nearly all actives have a fitted effect of over 50% in size
#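 Cell-based yeast growth screen: TDP-43 expression induced in galactose, inoculum OD600=0.02 after raffinose pregrowth to mid-log. Read-out BacTiter-Glo luminescence at 24 hr, 30 deg C; inhibition of toxicity seen as signal increase.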
# PTHR1 ag: PTHR1 (human) receptor agonism; Q03431; hit rate 0.075% among 410,000; AID 743266; Potency, µM (series often up to 115 µM), inactives show top-dose activation, actives largely listed as activators; HEK293 GP2 PTHR1 cells, GloSensor cAMP luminescence, 1 h; further: potency means the concentration at half of the fitted maximal effect; nearly all actives have a fitted effect of over 55% in size; some results filed as inactive show a strong effect at the top dose; inactives centre near -15; many of its hits are not listed in these tables
# Target sequence (Q03431 whole entry, looked up): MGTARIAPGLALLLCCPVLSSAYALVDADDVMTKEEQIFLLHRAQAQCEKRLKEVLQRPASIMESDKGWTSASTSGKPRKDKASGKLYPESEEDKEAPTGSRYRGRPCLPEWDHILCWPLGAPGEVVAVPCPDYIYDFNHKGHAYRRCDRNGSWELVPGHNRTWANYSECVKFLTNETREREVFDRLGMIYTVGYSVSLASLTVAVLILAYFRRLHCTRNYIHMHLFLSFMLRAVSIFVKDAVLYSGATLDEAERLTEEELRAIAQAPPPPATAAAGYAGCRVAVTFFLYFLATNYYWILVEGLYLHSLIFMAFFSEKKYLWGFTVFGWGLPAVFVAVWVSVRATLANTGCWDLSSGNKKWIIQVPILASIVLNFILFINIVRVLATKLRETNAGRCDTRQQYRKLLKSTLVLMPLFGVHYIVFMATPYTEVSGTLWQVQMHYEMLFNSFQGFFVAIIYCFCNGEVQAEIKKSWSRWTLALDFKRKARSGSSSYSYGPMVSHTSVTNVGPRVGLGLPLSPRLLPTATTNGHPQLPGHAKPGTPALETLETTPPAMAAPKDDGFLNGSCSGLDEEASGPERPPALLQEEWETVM
#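 HEK-293-derived GP2 cells expressing PTHR1 and a GloSensor cAMP reporter, 3,000/well, plated overnight, given luciferin plus IBMX (each 0.5 mM as added) for 1 h at 37 °C, then compound for 1 h at 37 °C. Luminescence was read after 15 min at room temperature.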
# FUS suppressor: suppressors of FUS proteinopathy in yeast | S. cerevisiae FUS-expressing, growth rescue, OD600, 24 h | Potency, µM (highest dose often 76.6 µM), without a hit: top-dose growth rescue (activation), hits mostly activators | hit rate 0.24% among 390,000 | AID 1347120;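 further: potency means the concentration at half of the fitted maximal effect; plate controls were DMSO vehicle for no effect and reference control for full effect; nearly all actives have a fitted effect of over 55% in size; some results filed as inactive show a strong effect at the top dose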
#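 FUS-expressing yeast, raffinose-pregrown, induced in 2% galactose minimal medium at OD 0.005; compounds in a dilution series, 24hr at 30C. Growth restoration read as absorbance at 600 nm. CP55940 positive control, DMSO negative.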
# Akt phos inh: inhibitors of Akt phosphorylation; Neuro2A IGF-stimulated pAkt S473 HTRF, 20 min; active compounds read low; activity change, % for hits at 50 µM; hit rate 0.32% among 360,000; AID 651550; in the data active means activity change below about -80%; inconclusive means mostly about -51% to -80%; further: on the % scale 0 is the no-effect control and ±100 the full control effect
#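 Neuro2A cells in DMEM with 0.5% FBS, overnight at 37 deg C, given compound at single 50 µM final, then IGF (6 nM final) for 20 min at 37 deg C. Lysed; phospho-Akt Ser473 by HTRF after 24 h, 665/615 ratio.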
# MmCpn inh: inhibitors of Methanococcus maripaludis chaperonin (MmCpn); purified Mm-Cpn ATPase, ADP Transcreener TR-FRET; Potency, µM (highest dose often 76.9 µM), inactives show at the highest dose activity, negative = inhibition, hits mostly inhibitors; hit rate 0.031% among 330,000; further: potency means the concentration at half of the fitted maximal effect; on the % scale 0 is the no-effect control and ±100 the full control effect; nearly all actives have a fitted effect of over 80% in size
#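 ATPase turnover read by TR-FRET ADP competition (Eu cryptate antibody/ADP-d2, 665/590 nm): 10uM ATP final, 25nM Mm-CPN final, 30 min 37degC after 10-min compound preincubation, pH 7.4 Tris/KCl/MgCl2/DTT buffer.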
# GLP-1R inv ag: acts as inverse agonist at human GLP-1 receptor. HEK293 GLP-1R CRE-luciferase, luminescence, 24 h; GLP-1R form is constitutively active. Potency, µM (doses to about 38.3 µM), inactives show at the top dose activity change, negative = inhibition, actives largely listed as inhibitors. hit rate 1.6% among 410,000. AID 624417; further: potency means the concentration at half of the fitted maximal effect; on the % scale 0 is the no-effect control and ±100 the full control effect; nearly all actives have a fitted effect of over 55% in size
# Target sequence (P43220 whole entry, looked up): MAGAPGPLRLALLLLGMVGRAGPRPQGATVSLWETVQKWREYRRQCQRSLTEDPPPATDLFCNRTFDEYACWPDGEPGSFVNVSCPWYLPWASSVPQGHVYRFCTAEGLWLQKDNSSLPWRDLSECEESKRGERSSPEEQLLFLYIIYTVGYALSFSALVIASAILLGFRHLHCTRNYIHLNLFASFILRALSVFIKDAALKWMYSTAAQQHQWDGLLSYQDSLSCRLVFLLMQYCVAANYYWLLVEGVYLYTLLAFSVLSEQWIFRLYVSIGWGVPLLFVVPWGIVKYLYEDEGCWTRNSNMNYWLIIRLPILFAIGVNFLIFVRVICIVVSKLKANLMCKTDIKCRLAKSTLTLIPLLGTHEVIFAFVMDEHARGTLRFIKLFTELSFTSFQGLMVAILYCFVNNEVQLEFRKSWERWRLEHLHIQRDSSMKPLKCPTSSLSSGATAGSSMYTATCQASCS
#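 Constitutively active GLP-1R drives a cAMP-responsive luciferase in stably transfected HEK293 cells; test compounds are added after overnight (12 h) attachment and left 24 hr, and signal loss in luminescence marks inhibition.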
# aSyn yeast inh: rescues yeast growth from alpha-synuclein toxicity. hit rate 0.14% among 370,000. Yeast expressing alpha-synuclein, growth rescue, BacTiter-Glo, 24 h. Potency, µM (top dose mostly 46.1 µM), for the others: at the top dose growth rescue (activation), usual class: activators; further: potency means the concentration at half of the fitted maximal effect; % of control where 0% means no effect; nearly all actives have a fitted effect of over 65% in size
#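 Galactose-induced alpha-syn yeast (OD600=0.02, raffinose-pregrown) + pinned cpd, 24 hr, 30 deg C; growth by BacTiter-Glo luminescence. Growth restoration scores as activation.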
# HEK293 tox: cytotoxic in the GLP-1 receptor inverse agonist counter-screen; Potency, µM (titrated, usually from 38.3 µM), for the others: at the top dose activity change, negative = inhibition, usual class: inhibitors; HEK293 cAMP-luciferase reporter cells, luminescence, 24 h; hit rate 0.13% among 410,000; AID 624418;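 further: loss of luciferase light is scored as toxicity; potency means the concentration at half of the fitted maximal effect; on the % scale 0 is the no-effect control and ±100 the full control effect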
#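 MLSMR compounds, 24 hr on cells at 37 deg C/5% CO2; luminescence after luciferase reagent (12 min RT). Inhibition counted as the undesired cytotoxic outcome.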
# Abeta rescue: restores growth of yeast expressing A-beta42 peptide | hit rate 0.063% among 410,000 | AID 1347071 | Potency, µM (doses to about 46.1 µM), without a hit: at the top dose growth rescue, hits mostly activators | yeast expressing A-beta42, growth rescue, OD600, 48 h; response scale: 0% DMSO, 100% iron-clioquinol control; further: potency means the concentration at half of the fitted maximal effect; nearly all actives have a fitted effect of over 55% in size
#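 Yeast growth medium received pinned compounds, then yeast cells expressing toxic A-beta were added; plates incubated at 30 C for 48 hr. Growth read as absorbance at 600 nm, normalized to DMSO and equimolar FeCl3 plus clioquinol controls.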
# Active calls of the source: *; i = inactive; u = inconclusive; x = no result given; & = joins results of further samples; [ ] = another dose, or the depositor's remark. Unless noted, the call rests on the fitted dose curve; in most records, active means well fitted curve in the direction sought with a large enough effect; inconclusive means small, poorly fitted or top-dose-only effect, or another doubt; inactive means no such curve, though single readings can be large; an effect the other way counts as inactive or inconclusive. An excerpt; count on the stated rates, not on these rows.
SMILES | aSyn yeast inh | TDP-43 yeast inh | PTHR1 ag | FUS suppressor | MmCpn inh | HEK293 tox | Abeta rescue | GLP-1R inv ag | Akt phos inh
COc1ccc(CC2(C)OC(c3ccncc3)=NN2C(C)=O)cc1 (configuration not stated) | 14% | -16% | -8% | 9% | 0% | -7%[7.66 µM] | -9% | -8%[7.66 µM] | i
Cc1ccc(Cn2nnc3c(=O)[nH]c(C4CCN(S(=O)(=O)/C=C/c5ccccc5)CC4)nc32)cc1 | 6% | 5% | -5% | u | -1% | -1% | 2% | u | i
COc1cccc(N2C(=O)C3CCCN3C2c2ccc(N(C)C)cc2)c1 (configuration not stated) | -11% | -9% | -11% | -17% | 0% | 1% | -5% | 10% | i
Cc1nn2c(=O)cc(COC(=O)c3ccc(NC(=O)c4ccc(C(C)(C)C)cc4)cc3)nc2s1 | x | 9% | i | 1% | x | 8% | -11% | 21% | x
CC(=O)NC(C)c1ccc(C(=O)CSc2nnc(C3CC3)n2C2CC2)cc1 (configuration not stated) | 0% | 14% | i | -3% | -2% | -7% | -11% | -2% | i
CN(C)CCNC(=O)CN1C(=O)CCn2nc(-c3cn(C)c4ccccc34)cc21 | x | 14% | -29% | -8% | x | 0% | -4% | 7% | x
CC(=O)C1(O)CCC2C3CC(C)C4=CC(=O)C=CC4(C)C3(F)C(O)CC21C (configuration not stated) | -4% | 13% | i | x | x | -6% | -4% | -30% | i
Cn1nc([N+](=O)[O-])nc1Oc1ccccc1N | x | -5% | 4% | 1% | 0% | 9% | 4% | -4% | x
CCC(=O)c1ccc(NC(C)=O)cc1O | -1% | 14% | i | 0% | -4% | 2% | 0% | 13% | i
Brc1ccc(CNCC2CCCO2)cc1 (configuration not stated) | 6% | 12% | i | -19% | 0% | -11% | -9% | 8% | i
C[C@H](CO)N1C[C@H](C)[C@@H](CN(C)Cc2ccc(Cl)c(Cl)c2)Oc2c(NS(=O)(=O)c3cccs3)cccc2C1=O | -5% | 28% | -28% | 35% | 1% | -1% | 1% | -14% | i
COCCCn1c(=NC(C)=O)c(C#N)cc2c(=O)n3cccc(C)c3nc21 | 4% | -10% | -4% | -10% | -6% | 114%[activator] | -15% | 2% | i

# More records
SMILES | aSyn yeast inh | TDP-43 yeast inh | PTHR1 ag | FUS suppressor | MmCpn inh | HEK293 tox | Abeta rescue | GLP-1R inv ag | Akt phos inh
CCc1cc2c(cc3c(=O)n(CC(=O)N4CCN(c5cc(Cl)ccc5C)CC4)nc(CC)n32)s1 | x | 23% | -15% | 8% | x | 6% | 1% | 2% | x
Cc1ccc(CN(C)CC(=O)NC(C)c2ccccc2)cc1 (configuration not stated) | -1% | -15% | 0% | -4% | 1% | 0% | -15% | 0% | i
NC(=O)c1ccsc1NC(=O)COC(=O)/C=C/c1ccccc1 | -9% | -10% | -30%[inhibitor] | 37% | -6% | 3% | -8% | 50%[activator] | i
CC1CCCCN1C(=O)Cn1cc(C(=O)c2ccco2)c2ccccc21 (configuration not stated) | 7% | -6% | i | 4% | 0% | 1% | 0% | u | i
COc1ccc(CC(=O)Nc2ccc(F)c(Cl)c2)cc1S(=O)(=O)N1CCOCC1 | -1% | 32% | -18% | 13% | 2% | -8% | -10% | -17% | i
CCCCn1c(SCC(=O)Nc2cccc(C)n2)nnc1-c1ccco1 | -1% | 17% | i | 13% | 1% | -5% | 10% | -7% | i
CCOC(=O)C1CCN(C(=O)/C=C/c2ccccc2OC)CC1 | 0% | 9% | -23%[57.5 µM] | 11% | 1% | 81%[activator] | 9% | 15% | i
CCOC(=O)N1CCN(C(c2ccnc3ccccc23)c2nnnn2-c2ccc3c(c2)OCCO3)CC1 (configuration not stated) | 0% | 11% | -22% | 16% | x | -26% | 3% | u | i
O=C(Nc1cc(C(F)(F)F)ccc1Cl)C(Sc1n[nH]c(=O)[nH]c1=O)c1ccccc1 (configuration not stated) | -1% | -10% | -12% | 31% | -1% | 2% | 0% | -5% | i
COc1ccc(CN(C)S(=O)(=O)c2nnc(NC(=O)c3ccccc3OC)s2)cc1OC | -5% | -18% | -83%[inhibitor] | 35% | 0% | -4% | -1% | 74%[activator] | i
Cc1cc(=O)oc2c3c(cc(OCC(=O)N[C@@H](CC(C)C)C(=O)O)c12)OC(C)(C)CC3 | -3% | 3% | i | 2% | -6% | 14% | -6% | 16% | i
CC(c1ccccc1)C1CC(=O)N(Cc2ccco2)C1=O (configuration not stated) | 20% | 25% | i | 1% | 0% | 2% | 20% | 1% | i

# Remaining list, next part
SMILES | aSyn yeast inh | TDP-43 yeast inh | PTHR1 ag | FUS suppressor | MmCpn inh | HEK293 tox | Abeta rescue | GLP-1R inv ag | Akt phos inh
CC(=O)N(Cc1ccco1)C1(C(=O)NC2CCCCC2)CCCCC1 | 1% | 3% | -22%[57.5 µM] | -4% | -4% | -9% | 19% | 1% | i
CC(C)=CCSc1nnc([C@@H](NC(=O)OC(C)(C)C)C(C)C)o1 | -14% | 16% | i | 23% | -3% | 3% | u | u | i
CC1Cc2cc(S(=O)(=O)CCC(=O)NCc3ccco3)ccc2N1C(=O)C1CC1 (configuration not stated) | 0% | -11% | i | 31% | -3% | -3% | -2% | -20% | i
Cc1ccc2[nH]c(O)c(N=NC(=O)C3CC3c3ccccc3)c2c1Br (configuration not stated) | 1% | 0% | -13% | 15% | -4% | 2% | 3% | 12% | i
CCCNC(=O)C1(C)CCCN(Cc2cc(-c3ccccc3)n(C)n2)C1 (configuration not stated) | -2% | 10% | i | -10% | x | -2% | -15% | -24% | i
CC(=O)Nc1cccc(-c2ccnc3c2CC(C(=O)NCCC(F)(F)F)O3)c1 (configuration not stated) | 0% | u | i | -17% | x | -23% | 17% | u | i
COC(=O)c1ccc(COc2ccccc2/C=C(\C#N)C(=O)Nc2ccc(C)cc2)cc1 | -2% | 5% | -18% | 17% | 0% | -5% | -4% | 10% | i
Cc1onc(-c2c(F)cccc2Cl)c1C(=O)OCC(=O)Nc1cccc(S(=O)(=O)N(C)C)c1 | 2% | -18% | -40%[inhibitor] | x | x | -17% | -13% | u | i
S=C(NCC1CCCO1)N1CCc2ccccc2C1 (configuration not stated) | 1% | 26% | -10% | 9% | -2% | -24% | -1% | -16% | i
Cn1cccc1C1C(C#N)=C(N)OC2=C1C(=O)CC(C)(C)C2 (configuration not stated) | 6% | -8% | -1% | 1% | -4% | -3% | 11% | 3% | i
COc1ccccc1CC(=O)O/N=C(\N)c1cccc([N+](=O)[O-])c1 | -4% | 14% | -3%[57.5 µM] | 21% | -1% | 20% | 11% | -8% | i
Cc1ccc(CCNC(=O)c2ccc(CS(=O)(=O)c3ccccc3C)o2)cc1 | -1% | 24% | -4% | 24% | -1% | -10% | -6% | u | i

# Additional entries:
SMILES | aSyn yeast inh | TDP-43 yeast inh | PTHR1 ag | FUS suppressor | MmCpn inh | HEK293 tox | Abeta rescue | GLP-1R inv ag | Akt phos inh
Cc1ccc(-c2nc3cccnc3s2)cc1NS(=O)(=O)c1cccs1 | -13% | 11µM* | -10% | 6% | -10% | 16% | -23% | 9% | i
Cc1ccc2nc(NC(=O)c3ccc(S(=O)(=O)N4CCCc5ccccc54)cc3)sc2c1 | -3%&3% | -7%&2% | -38%&-19%[inhibitor] | -1%&10% | 0% | 3%&23% | -12%&16% | u | i
COc1ccc(CC(=O)Nc2nc3c(s2)CCCC3)cc1 | x | u | i | 22% | x | 3% | u | u | x
CCOCCCNC(=O)C1(O)c2ccccc2NC(=O)N1c1ccc(Cl)cc1 (configuration not stated) | -6% | 5% | i | -25% | 3% | 5% | 9% | 2% | i
COc1ccccc1C(=O)NC(=O)COC(=O)CN1C(=O)NC(C)(C)C1=O | -4% | -21% | i | 6% | 0% | 20% | -15% | 31%[activator] | i
COC(=O)c1cc(NC(=O)C2CCCN(S(=O)(=O)c3c(C)n[nH]c3C)C2)cc(C(=O)OC)c1 (configuration not stated) | x | -7% | u | -17% | -3% | 1% | -10% | 11% | x
CN(C)S(=O)(=O)c1cccc(C(=O)Nc2ccccc2[N+](=O)[O-])c1 | 8% | 8% | i | 14% | 0% | u | 0% | 5% | i
CCN(CC)CCN1C(=O)C(=O)/C(=C(/O)c2ccc(OC(C)C)cc2)C1c1cccs1 (configuration not stated) | 6% | 20% | i | 9% | -3% | -4% | -14% | 5% | i

# Entries of single compounds as entered above:
# Record of Cc1ccc2nc(NC(=O)c3ccc(S(=O)(=O)N4CCCc5ccccc54)cc3)sc2c1 = aSyn yeast inh: -3%&3%; TDP-43 yeast inh: -7%&2%; PTHR1 ag: -38%&-19%[inhibitor]; FUS suppressor: -1%&10%; MmCpn inh: 0%; HEK293 tox: 3%&23%; Abeta rescue: -12%&16%; GLP-1R inv ag: u; Akt phos inh: i
# Record of COc1ccc(CC(=O)Nc2nc3c(s2)CCCC3)cc1 = aSyn yeast inh: x; TDP-43 yeast inh: u; PTHR1 ag: i; FUS suppressor: 22%; MmCpn inh: x; HEK293 tox: 3%; Abeta rescue: u; GLP-1R inv ag: u; Akt phos inh: x
# Record of Cc1cc(=O)oc2c3c(cc(OCC(=O)N[C@@H](CC(C)C)C(=O)O)c12)OC(C)(C)CC3 = aSyn yeast inh: -3%; TDP-43 yeast inh: 3%; PTHR1 ag: i; FUS suppressor: 2%; MmCpn inh: -6%; HEK293 tox: 14%; Abeta rescue: -6%; GLP-1R inv ag: 16%; Akt phos inh: i
